Assay outcomes (PubChem)
AI-2 QS mod – modulators of Vibrio harveyi AI-2 quorum sensing system. Vibrio harveyi JMH597 AI-2 luminescence/OD600 ratio, 9 h; stronger effect = lower value; strain lacks LuxN and CqsS sensors; 0 = neutral-control median. activity change, % at 7.5 µM. 300,000 compounds, 0.4% hits. AID 2094; in the data active = activity change below about -75%, passing the limit was not always enough; inconclusive = no clear call, values can overlap the other calls;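 note: luminescence divided by OD600 gain over 9 h not by final OD600 alone; inactives centre near 13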
HSF1 inhib – HSF1 inhibition; NIH3T3-HGL HSE-luciferase, MG132-induced, luminescence 8 h; stronger effect = lower value; activity change, negative = inhibition, % at 7.5 µM (by protocol); 300,000 compounds, 0.77% hits; AID 2098;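 active = more than half of replicate wells show activity change below -50%, luminescence cut by over half; inconclusive = some wells, but at most half, below -50%; inactive = no replicate well below -50%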;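 note: luciferase reports HSF-1 transcriptional activity via heat shock element; 0% = median of DMSO wells and -100% = zero luminescence signal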
KLF5 inhibitor – suppresses KLF5 promoter-driven expression | DLD-1 KLF5 promoter-luciferase reporter, luminescence | inhibition, % at 5 µM | 290,000 compounds, 0.23% hits;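 active = inhibition above a per-plate limit of that plate's mean compound inhibition plus 3 SD, cut at about 60% in these data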;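 note: 0% = DMSO wells and 100% = LY294002 at 200 µM; higher means less KLF5 promoter-driven luciferase light; inactives centre near -14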
IEC-6 cytotox – IEC-6 cytotoxicity, counter-screen for KLF5 inhibitors. luminescence viability. inhibition, % at 5 µM. 290,000 compounds, 0.78% hits; in the data active = inhibition above about 22%;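 note: 0% = plate median of test compound wells and 100% = cytotoxic reference compound wells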
GSK3 alpha inh – human GSK-3 alpha kinase inhibition. P49840. ADP-Glo luminescence, 60 min. inhibition, % at 10 µM. 320,000 compounds, 0.1% hits. AID 2650;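 in the data active = inhibition above about 50%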;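 note: GST-tagged GSK-3 alpha with peptide substrate and 25 µM ATP; 0% = DMSO neutral wells and 100% = GW8510 positive control wells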
Target sequence (P49840 whole entry, looked up): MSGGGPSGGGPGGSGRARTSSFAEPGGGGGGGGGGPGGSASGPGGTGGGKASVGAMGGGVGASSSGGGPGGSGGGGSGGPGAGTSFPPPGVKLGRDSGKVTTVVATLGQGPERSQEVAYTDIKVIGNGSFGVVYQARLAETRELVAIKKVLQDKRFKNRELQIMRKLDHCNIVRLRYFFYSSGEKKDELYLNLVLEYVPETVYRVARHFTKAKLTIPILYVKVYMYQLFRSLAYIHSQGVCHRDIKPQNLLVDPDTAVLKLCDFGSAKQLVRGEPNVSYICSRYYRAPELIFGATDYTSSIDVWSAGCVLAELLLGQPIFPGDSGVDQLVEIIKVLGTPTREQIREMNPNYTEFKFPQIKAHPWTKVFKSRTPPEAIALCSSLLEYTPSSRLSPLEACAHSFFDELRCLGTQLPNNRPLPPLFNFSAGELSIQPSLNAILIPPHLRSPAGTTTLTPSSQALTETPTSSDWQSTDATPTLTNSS
HSP90 inh – HSP90 refolding inhibition in rabbit reticulocyte lysate; luciferase refolding luminescence, 3 h; inhibition, % at 5.6 µM; 290,000 compounds, 0.91% hits;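 active = inhibition above the screen-wide mean plus 3 SD, computed separately per campaign, cut at about 16% in these data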;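 note: 0% = DMSO wells and 100% = 60 µM geldanamycin wells; inhibitors lower the luminescence because luciferase stays unfolded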
aSyn UTR inh – 5' untranslated region of α-synuclein, MLPCN primary screen; inhibition, % (tested at 7.5 µM); 300,000 compounds, 0.82% hits; alpha-synuclein 5'UTR reporter, inhibitor activity; in the data active = inhibition above about 60%; inconclusive = no clear call, values can overlap the other calls;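 note: H4 neuroglioblastoma cells stably carrying SNCA 5'UTR luciferase fusion; 0% = DMSO wells and 100% = positive control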
GSK3B inh – human GSK3beta kinase inhibition; P49841; GST-GSK3beta kinase, ADP-Glo luminescence, 60 min; stronger effect = lower value; activity score (negative = inhibition), % at 10 µM; 300,000 compounds, 0.038% hits; AID 2097;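 active = more than half of replicate wells score below -50%, meaning over 50% inhibition versus plate controls; inconclusive = some replicates but at most half score below -50%; inactive = no replicate scores below -50%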;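 note: 0% = median DMSO wells and -100% = median GW8510 positive control wells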
Target sequence (P49841 whole entry, looked up): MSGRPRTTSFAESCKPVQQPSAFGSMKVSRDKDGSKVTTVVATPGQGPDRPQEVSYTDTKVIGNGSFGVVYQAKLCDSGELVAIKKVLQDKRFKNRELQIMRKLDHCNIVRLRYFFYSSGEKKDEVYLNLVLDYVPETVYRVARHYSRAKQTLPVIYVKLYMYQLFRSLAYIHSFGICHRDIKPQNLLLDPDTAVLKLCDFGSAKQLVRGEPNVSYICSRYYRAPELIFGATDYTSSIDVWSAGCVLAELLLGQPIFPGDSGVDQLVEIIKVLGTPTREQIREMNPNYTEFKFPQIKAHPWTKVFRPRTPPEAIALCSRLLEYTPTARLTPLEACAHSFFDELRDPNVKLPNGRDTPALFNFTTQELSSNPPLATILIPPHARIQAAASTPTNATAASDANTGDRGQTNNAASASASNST
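Assay system: GST-tagged human GSK3beta kinase, cell-free; Input: 1.6 ng GSK3beta; Medium: Tris/MgCl2 kinase buffer; Timing: 60 min enzyme reaction, room temperature; Signal: ADP-Glo luminescence quantifying ADP generated by kinase; Evaluation: score relative to plate controls; Benchmarks: DMSO neutral wells and GW8510 at 20 µM as positive.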
HSF-1 act – increases HSF-1 driven luciferase reporter signal; 300,000 compounds, 1.7% hits; activation, % at 9 µM; NIH3T3-HGL HSF-1 luciferase reporter, MG132, 8 h; 100% = twice DMSO control signal;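 active = mean replicate activation of at least 50% with a set share of replicates each reaching 50%; inconclusive = only one of those two conditions met; inactive = mean below 50% and too few replicates reaching it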;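 note: 0% = median of the neutral control wells and 100% = twice that signal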
PolyA inh – blocks polyadenylation in yeast reporter cells; calls only at 12 µM; 300,000 compounds, 0.02% hits; S. cerevisiae SKY197-pL101 polyadenylation reporter, beta-gal luminescence; efflux-impaired pdr1/pdr3 knockout yeast; score 100 = 6 SD above DMSO; AID 1875;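 active = lowest replicate activity score at least 50, where 100 means six control SD above control mean; inconclusive = lowest score under 50 but half or more replicates reach 50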;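 note: yeast exposed to compound for 9 h at 30 °C; higher score means more reporter readthrough which indicates perturbed polyadenylation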
* hit, by the source's call; i = inactive; u = inconclusive; x = not tested or not shown. A portion of the library; rates above refer to the full screens.

The line under a structure holds: GSK3B inh	KLF5 inhibitor	IEC-6 cytotox	AI-2 QS mod	HSF-1 act	aSyn UTR inh	HSP90 inh	GSK3 alpha inh	HSF1 inhib	PolyA inh
COc1cccc(C2C(C(=O)c3cc4ccccc4o3)=C(O)C(=O)N2CCN(C)C)c1OC (stereo unspecified)
  0	-4	0	13	-1	-13	-4	0	1	i
COc1ccc(C(=O)NN(C)c2nc(-c3ccccc3)nnc2C(F)(F)F)cc1
  -2	1	-3	-14	-4	-9	0	-2	-8	i
Cc1ccc2cc(S(=O)(=O)NCCCC(=O)O)ccc2c1
  4	-24	-1	54	-6	20	-4	-4	-7	i
COc1ccc2c(C)c(C(=O)N3CCN(Cc4ccccc4)CC3)oc2c1
  1	-28	4	-9	-7	5	1	7	3	i
O=C(O)c1nc(-c2ccccc2)n(-c2ccc(Cl)cc2)n1
  -2	-2	4	0	35	-19	5	-5	11	i
Cc1ccc(C)c(S(=O)(=O)N2CCCCC2CCNC(=O)C(=O)NCc2ccccn2)c1 (stereo unspecified)
  15	x	x	10	4	22	x	0	-1	i
CCNC(=O)C(=O)NCC1CCCN1S(=O)(=O)c1cccs1 (stereo unspecified)
  1	x	x	1	1	6	x	-1	-7	i
O=C(CSc1nnc(-c2ccccc2Cl)o1)N1CCCCC1
  2	-33	2	1	41	-27	-3	-3	16	i
O=C(c1cc2cc(F)ccc2[nH]1)N1CCc2ccccc21
  0	-140	5	33	35	-177	-2	-1	35	i
COCCn1c(C)cc(C2=NNC(=Nc3ccc(F)cc3)SC2)c1C
  -2	-18	-1	54	-34	-20	7	-3	-34	i
CCc1ccc(NC(=O)c2cc(-c3ccco3)on2)cc1
  3	-9	-8	8	80*	-50	-1	-1	39	i
Cc1ccc(CN2C(=O)C(C)Nc3ncnc(N4CCOCC4)c32)cc1 (stereo unspecified)
  -3	x	x	4	5	14	x	-2	-1	i
Cc1c(-n2c(=O)n(Cc3ccccc3)c(=O)c3[nH]cnc32)cccc1S(C)=O (stereo unspecified)
  2	-17	-1	4	-2	13	3	1	-6	i
COc1ccc(C(=O)NCC2OCCc3ccccc32)cc1OC (stereo unspecified)
  1	-8	-2	6	x	26	1	1	x	i
O=C(C#Cc1ccccc1)Nc1cccc(F)c1
  -1	-35	16	u	82*	-383	-2	1	44	i
Cc1ccc(OCC(=O)N(Cc2ccccc2)C2CCS(=O)(=O)C2)c([N+](=O)[O-])n1 (stereo unspecified)
  1	9	-5	17	-8	-16	-1	-3	-6	i
CCC/C(=N/NC(=O)c1nnn(-c2nonc2N)c1CN1CCCCC1)c1ccccc1
  5	x	x	23	3	-10	x	27	-1	i
CCc1ccc(NC(=O)COc2cccc(-n3cnnn3)c2)cc1
  -6	-6	-3	5	20	3	2	-1	-1	i
COc1ccc(-n2cnnc2SCC(=O)Nc2cccnc2Cl)cc1
  2	-11	3	10	-2	14	1	-1	-8	i
C/C(=N/NC(=O)c1ccc(C(C)(C)C)cc1)c1ccccn1
  -2	x	x	41	-1	57	x	2	-6	i
CC(Sc1nnnn1C)C(=O)Nc1ccc(Oc2ccccc2)cc1 (stereo unspecified)
  -1	-5	-7	-21	-74	-16	-3	2	-68*	i
CCOC(=O)c1sc2nc(C)nc(NCc3cccnc3)c2c1C
  -4	-17	-2	16	17	6	0	0	9	i
O=C(NCCc1ccccc1)C1CCCN(c2ncnc3c2nc2n3CCCCC2)C1 (stereo unspecified)
  2	-4	0	4	-6	25	0	1	-9	i
Cc1cc(C)cc(NC(=O)C2C3C=CC(O3)C2C(=O)O)c1 (stereo unspecified)
  -1	-17	-2	4	-2	5	-2	-3	1	i
CCc1ccc(NC(=O)Cc2ccc(OC)cc2)cc1
  -2	-42	-4	-27	25	-67	-3	-3	9	i
COc1ccc(NCC(=O)N/N=C2\CCCC(C)C2)cc1 (stereo unspecified)
  -1	-16	3	43	-4	14	3	x	-5	i
N#CCSc1nnc(-c2ccc(F)cc2)n1N
  -3	3	-3	7	1	-3	-1	-7	-2	i
Cc1cc(C)c(C(=O)N2CCCC(N3CCN(c4ccc(F)cc4)CC3)C2)o1 (stereo unspecified)
  2	4	6	-8	-1	-9	3	0	-1	i
CC(C)=CCc1c(O)cc2c(c1O)C(=O)CC(c1ccccc1)O2 (stereo unspecified)
  1	x	x	17	-20	-30	x	-3	-13	i
COc1ccc(C2(C)NC(=O)N(CC(=O)Nc3ccc(C)cc3Br)C2=O)cc1OC (stereo unspecified)
  -1	-4	4	-3	-16	16	-2	2	-4	i
Cc1cc(C(=O)NC(C)C)on1
  2	-52	-8	11	27	-3	1	2	3	i
Cc1cc2oc(=O)cc(CN(C)Cc3cccc(F)c3)c2cc1C
  -6	-26	5	-1	37	-32	3	-1	21	i
NC(=O)CSc1nnc(SCc2ccc(F)cc2)s1
  -2	-10	-5	12	25	-18	0	-3	2	i
C=CCn1c(=O)c(C(=O)Nc2ccccc2C(=O)OCC)c(O)c2ccccc21
  2	-26	-1	23	13	-1	1	-4	-1	i
Cn1c(SCc2cccc(Br)c2)nnc1-c1ccccn1
  -1	-6	-1	-7	14	-28	-2	1	6	i
CC(C)(C)N(NC(=O)Nc1ccc(F)cc1)C(=O)c1ccccc1
  -1	13	-3	11	-1	14	-1	-1	-6	i
O=C1COc2ccc(C(=O)c3ccccc3C(=O)NCc3ccccc3)cc2N1
  -2	-40	-8	20	-21	27	-1	-1	-3	i
CCCCCN(C(=O)CCC(=O)OCc1ccccc1C)c1c(N)n(CCCC)c(=O)[nH]c1=O
  4	x	x	18	18	9	x	1	-1	i
COc1ccc(CCn2ccc(O)c(Cc3c(F)cccc3Cl)c2=O)cc1OC
  1	12	-1	9	9	14	-2	-1	7	i
CC(C)[C@H](Nc1ncnc2c1oc1ccccc12)C(=O)O
  -2	-13	-4	19	24	-13	-2	-9	0	i
NC(=O)N/N=C\c1cccs1
  -3	-11	0	15	0	-2	1	18	-3	i
CCOc1ccccc1N(C(=O)c1ccco1)C(C(=O)NC1CCCC1)c1cccs1 (stereo unspecified)
  -1	-23	-1	9	25	3	2	7	7	i
CSC(=S)N/N=C(\C)c1ccc(Br)cc1
  -1	-21	0	-20	2	-39	3	-1	-6	i
C=C(C)c1nc2cc(OC)c(OC)cc2c(=O)o1
  2	-21	-2	31	-9	-21	-3	3	2	i
O=C(Cn1ccc2ccccc2c1=O)NCCC(=O)Nc1cccnc1
  1	-28	1	9	2	-4	2	1	11	i
C/C(=N\NC(=O)CNC(=O)c1cccc(F)c1)c1ccc2ccccc2c1
  -1	-31	0	7	-3	12	-5	1	0	i
Cc1cccc(S(=O)(=O)Nc2nc3ccccc3nc2NCC2CCCO2)c1 (stereo unspecified)
  3	-42	-1	9	-3	-10	-1	x	-3	i
O=C(c1ccc2c(=O)n3c(nc2c1)CCCCC3)N1CCc2ccccc21
  2	-18	-2	4	26	-14	-2	0	10	i
Cc1nnc(SCC(=O)c2ccc(C(C)C)cc2)s1
  0	-17	3	-15	10	-42	7	0	7	i
COc1ccc2nc(N/C(N)=N/C(=S)Nc3ccc(C)c(C)c3)nc(C)c2c1
  -2	-29	-1	19	16	19	-1	0	7	i
CN(C)c1cccc(C(=O)NCC(c2ccco2)N(C)C)c1 (stereo unspecified)
  2	-23	1	9	-7	-75	2	0	-3	i
Cc1cc(C)cc(NC(=O)CSc2n[nH]c(-c3cccnc3)n2)c1
  1	3	1	13	-1	6	-2	-1	-3	i
COC(=O)C1=C(C)N(C)C(=O)NC1c1c(OC)ccc2ccccc12 (stereo unspecified)
  0	-13	4	31	1	12	4	-2	-5	i
Cc1ccc2c(c1)N(CC(=O)NCCCN1CCCCC1)C(=O)c1cccnc1O2
  0	-31	-6	15	11	4	-3	-3	0	i
COc1ccc(S(=O)(=O)N2CCn3c2nc2ccccc23)cc1
  2	-31	-2	8	14	-1	3	-1	4	i
Cc1ccc(C(C)(C)C)c(OCCOCCN2CCCC2)c1
  -2	17	-9	7	5	4	-2	0	-7	i
Cc1nn(-c2cc(N3CCCCCC3)ccc2[N+](=O)[O-])c(=O)c2ccccc12
  -2	-24	-1	11	-4	24	1	-3	-3	i
O=C(c1ccco1)N1CCN(Cc2cccnc2)CC1
  0	2	6	9	12	-3	4	-1	-1	i
CCOC(=O)C1CCN(C(=O)CSc2nnc(-c3ccco3)n2-c2ccccc2)CC1
  9	-13	-3	10	1	15	0	2	-7	i
O=S(=O)(c1ccccc1)N1CCC(O)(CSc2ccccc2)CC1
  0	-12	-4	-7	40	22	1	4	7	i

Further results follow.
The line under a structure holds: GSK3B inh	KLF5 inhibitor	IEC-6 cytotox	AI-2 QS mod	HSF-1 act	aSyn UTR inh	HSP90 inh	GSK3 alpha inh	HSF1 inhib	PolyA inh
O=C1S/C(=C\c2ccc(O)c([N+](=O)[O-])c2)C(=O)N1Cc1cccc([N+](=O)[O-])c1
  -3	-8	-8	28	1	-8	1	1	-1	i
CC(=O)c1c(C)[nH]c(C(=O)NCc2ccccc2F)c1C
  1	-12	-5	15	26	-16	-3	-1	-7	i
Cc1cccc(C2NS(=O)(=O)N=C2N)c1 (stereo unspecified)
  6	0	-3	14	3	-31	2	-13	0	i
CCC(Cc1ccccc1)NC(=O)C1CC1 (stereo unspecified)
  -6	-35	-1	7	13	-9	8	-3	-7	i
Cc1ccnc(NS(=O)(=O)c2ccccc2)n1
  3	8	6	18	-5	16	2	-5	1	i
Cc1cc(NC(=O)/C=C/c2ccccc2Cl)n(-c2nc3ccccc3[nH]2)n1
  1	-8	-8	19	3	-111	-1	-5	9	i
CN(C)CCSc1nc(-c2ccccc2)nc2c1CCCC2
  1	-24	-1	10	4	0	1	0	3	i
O=C(CSc1ccc2c(c1)OCCO2)NCCc1ccc(Cl)cc1Cl
  3	14	0	23	29	3	4	-3	16	i
CCN(CC)S(=O)(=O)c1cc(C(=O)Nc2cccnc2Cl)ccc1Cl
  2	-18	1	20	15	-8	3	1	6	i
C=CCn1c(CNC(=O)c2cccs2)nnc1SCC(=O)Nc1ccc(C(=O)O)cc1
  0	-8	-2	-1	-12	6	1	2	0	i
COc1ccc(-n2c(SCC(=O)Nc3ccccc3)nc3c(c2=O)SCC3)cc1
  -1	14	1	10	-25	-2	1	-1	-1	i
